DLD1 CTGF mRNA = reduction of CTGF mRNA in DLD1 cells – DLD1 colon cancer cells, RT-qPCR, single point, primary screen (AID 743449) | DLD1 CTGF mRNA qPCR, 24 h; active compounds read high | 9,900 tested, 0.9% active | inhibition, % at 12.5 µM;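 active means mean normalized replicate activity at least 50 and at least half of replicates each reaching 50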;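 further: 0% = neutral control wells and 100% = dasatinib control wells; higher means stronger suppression of CTGF expression like dasatinib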
Pax4 gene expression = activators of Pax4 gene expression, primary screen, RT-PCR, mouse alpha TC1 cells, single point (AID 1053180) | mouse alpha TC1 cells, Pax4 mRNA qPCR, 6 days; active compounds read high; 100% = Pax4 plasmid added at qPCR | activation, % at 10 µM | 9,600 tested, 0.2% active;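 active means highest normalized replicate activity of 15 or more, or at least half the replicates reach 15 or more; inactive means neither condition met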;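 further: pax4 Ct normalized to GAPDH with activation seen as lower delta delta Ct; plate controls were plate neutral control wells for no effect and Pax4 plasmid positive control for full effect; each compound tested in two replicate wells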
* marks the source's active call; other numbers are inactive results; . = not tested or not shown; & = joins results of further samples. These rows are one share of the data (hit frequency here may not be typical).

| Molecule | DLD1 CTGF mRNA | Pax4 gene expression |
| --- | --- | --- |
| CO[C@@H](CN(C)Cc1ccc2c(c1)OCO2)[C@H](C)CN(C(=O)Nc1ccc(F)cc1)[C@H](C)CO | -42.7 | 0.0 |
| COc1ccc2c3c([nH]c2c1)[C@H](CO)N(Cc1cccc(F)c1)CC31CCN(C(C)=O)CC1 | -36.6 | 0.0 |
| CO[C@H](CN(C)C(=O)c1ccccc1F)[C@@H](C)CN([C@@H](C)CO)S(=O)(=O)c1ccc(F)cc1 | -31.1 | 0.0 |
| COc1ccccc1S(=O)(=O)N[C@H]1C=C[C@@H](CC(=O)N2CCOCC2)O[C@H]1CO | -10.4 | 0.0 |
| C[C@H]1CCCCO[C@H](CN(C)Cc2ccc(C(F)(F)F)cc2)[C@@H](C)CN([C@@H](C)CO)C(=O)c2cc(NC(=O)Nc3cccc4ccccc34)ccc2O1 | 20.5 | 0.1 |
| CN1CCCCN2[C@H](CO)[C@H](c3ccc(-c4ccc(F)cc4)cc3)[C@H]2C1 | -40.9 | 0.0 |
| COc1ccc2c3c(n(C)c2c1)[C@@H](CO)N(CC1CC1)CC31CCN(S(=O)(=O)c2cccs2)CC1 | 24.2 | 0.0 |
| CCCNC(=O)C[C@@H]1CC[C@H]2[C@@H](COc3ccc(NC(=O)CC)cc3C(=O)N2C)O1 | 14.8 | 0.0 |
| COc1ccccc1S(=O)(=O)N[C@H]1C=C[C@H](CC(=O)N2CCOCC2)O[C@H]1CO | -9.6 | 0.0 |
| CCCNC(=O)Nc1ccc2c(c1)OC[C@H](C)N(C(=O)C1CCOCC1)C[C@H](C)[C@@H](OC)CN(C)C2=O | -16.1 | 0.0 |
| O=C(C[C@@H]1CC[C@H]2NC[C@H](O)COC[C@@H]2O1)NCCc1ccncc1 | -12.9 | 0.0 |
| COCC(=O)N1[C@@H]2CN(C)c3ccccc3[C@@H]2[C@@H]1CO | 17.5 | 0.0 |
| Cc1noc(C)c1NC(=O)N(C)C[C@H]1Oc2cc(C#CCN(C)C)ccc2S(=O)(=O)N([C@@H](C)CO)C[C@H]1C | 5.1 | 0.0 |
| CS(=O)(=O)N1[C@H](CO)[C@H](c2ccc(C#Cc3cccc(F)c3)cc2)[C@@H]1C#N | 39.3 | 0.0 |
| Cc1ccc(S(=O)(=O)N[C@H]2CC[C@@H](CC(=O)NCc3ccncn3)O[C@@H]2CO)cc1 | -2.0 | 0.0 |
| Cc1noc(C)c1S(=O)(=O)Nc1ccc2c(c1)C(=O)N([C@@H](C)CO)C[C@H](C)[C@H](CN(C)C(=O)Nc1cccc3ccccc13)OCCCC[C@H](C)O2 | 11.1 | 0.0 |
| CN1C(=O)c2cc(NC(=O)c3ccc4c(c3)OCO4)ccc2OC[C@H]2O[C@H](CC(=O)O)CC[C@@H]21 | 12.9 | 0.0 |
| COc1ccccc1NC(=O)N1CCCCN2[C@H](CO)[C@@H](c3ccc(-c4cccc(C#N)c4)cc3)[C@H]2C1 | -21.9 | 0.0 |
| CN(C)C(=O)c1cc2c(c(-c3cccc(C4=CCCCC4)c3)n1)[C@@H](CCO)N(S(C)(=O)=O)C2 | -7.5 | 0.0 |
| Cc1ccccc1S(=O)(=O)N1C[C@@H](O)COC[C@H]2O[C@H](CC(=O)N3CCCCC3)CC[C@@H]21 | 0.8 | 0.0 |
| O=C(C[C@H]1CC[C@@H]2[C@H](COC[C@H](O)CN2CCC(F)(F)F)O1)NCC1CC1 | 9.8 | 0.0 |
| COCC(=O)N1[C@H](CO)[C@H](c2ccccc2-c2cccc(C)c2)[C@@H]1C#N | 19.6 | 0.0 |
| COC(=O)[C@@H]1[C@@H](CO)[C@@H]2Cn3c(ccc(-c4ccncc4)c3=O)[C@@H]2N1Cc1ccccc1F | -5.5 | 0.0 |
| CO[C@@H]1CN(C)C(=O)c2cc(NC(=O)NC(C)C)ccc2OC[C@H](C)N(Cc2ccccc2)C[C@H]1C | 19.4 | 0.0 |
| O=C(C1CCCCC1)N1[C@H](CO)[C@@H]2c3ccccc3N(S(=O)(=O)c3ccccc3)C[C@@H]21 | 7.4 | 0.0 |
| O=C(NCCN1CCCC1)[C@H]1[C@H](CO)[C@H]2Cn3c(cccc3=O)[C@H]2N1Cc1ccccn1 | -14.4 | 0.0 |
| COCC(=O)N1[C@H](CNC(=O)c2ccccn2)[C@H](c2ccccc2)[C@@H]1CO | -12.6 | 0.0 |
| O=C1CNC[C@@H]2[C@H](c3ccc(C4=CCCC4)cc3)[C@@H](CO)N12 | 20.8 | 0.0 |
| CCS(=O)(=O)NCC[C@H]1CC[C@H](NS(=O)(=O)c2ccccc2C)[C@H](CO)O1 | -7.9 | 0.0 |
| COc1ccc(S(=O)(=O)N2CC3(CN(C(=O)c4cccnc4)[C@@H](CO)c4c3c3ccc(OC)cc3n4C)C2)cc1 | -15.7 | 0.0 |
| C(=C\c1ccc(C2[C@@H]3CN(Cc4cocn4)C[C@H]2N3)cc1)/c1ccccc1 (stereo partly specified) | -35.8&-63.2 | 0.1&2.9 |
| O=S(=O)(c1ccccc1)N1CCCCN2[C@H](CO)[C@@H](c3ccc(C#CC4CCCC4)cc3)[C@@H]2C1 | 36.6 | 0.0 |
| COc1ccccc1NC(=O)N1C[C@@H]2[C@H](c3ccccc31)[C@H](CO)N2CC1CCOCC1 | 2.0 | 0.0 |
| C[C@@H]1CN([C@H](C)CO)C(=O)c2cccc(N(C)C)c2O[C@@H]1CN(C)C(=O)Nc1ccc(F)cc1 | 0.8 | 0.0 |
| CN1C(=O)c2cc(NC(=O)c3cccc(Cl)c3)ccc2OC[C@H]2O[C@H](CC(=O)NC3CCCCC3)CC[C@H]21 | -12.4 | 0.0 |
| CO[C@H](CN(C)C(=O)c1ccc2c(c1)OCO2)[C@H](C)CN([C@@H](C)CO)S(=O)(=O)c1ccc(Cl)cc1 | 11.5 | 0.0 |
| COc1ccc2c3c(n(C)c2c1)[C@@H](CO)N(C(=O)CN(C)C)CC31CCN(S(C)(=O)=O)CC1 | 9.0 | 0.0 |
| COc1ccc(S(=O)(=O)N(C)C[C@@H]2Oc3c(NC(=O)c4nc5ccccc5s4)cccc3C(=O)N([C@H](C)CO)C[C@@H]2C)cc1 | 26.7 | 0.0 |
| O=C(C[C@H]1CC[C@H]2NC[C@@H](O)COC[C@@H]2O1)NCc1ccc2c(c1)OCO2 | 9.8 | 0.0 |
| C[C@@H]1CN([C@H](C)CO)S(=O)(=O)c2ccc(C#CC3(O)CCCC3)cc2O[C@H]1CN(C)C(=O)Nc1cccc(F)c1 | 10.1 | 0.0 |
| CCS(=O)(=O)N1Cc2cc(C(=O)NCCOC)nc(-c3cccc(-c4ccncc4)c3)c2[C@H]1CCO | 27.9 | 0.0 |
| Cc1cccc(S(=O)(=O)N[C@H]2CC[C@H](CCNC(=O)Nc3cc(F)ccc3F)O[C@H]2CO)c1 | 0.2 | 0.0 |
| COc1cccc(-c2ccc([C@@H]3[C@@H](CO)N4C(=O)CN(C(=O)c5cccnc5)C[C@@H]34)cc2)c1 | -3.6 | 0.0 |
| C[C@H]1CN([C@@H](C)CO)C(=O)c2cc(N(C)C)ccc2O[C@H]1CN(C)CC1CCCCC1 | -47.4 | 0.0 |
| O=C(NC1CCCC1)N[C@@H]1C=C[C@@H](CC(=O)N2CCOCC2)O[C@@H]1CO | -8.1 | 0.0 |
| COc1ccc(S(=O)(=O)N(C)C[C@H]2OCCCC[C@@H](C)Oc3ccc(NC(=O)Cc4ccccc4)cc3C(=O)N([C@@H](C)CO)C[C@@H]2C)cc1 | -3.7 | 0.0 |
| CC(C)C#Cc1ccc([C@H]2[C@H]3CN(C(=O)Cc4ccccc4)CC(=O)N3[C@H]2CO)cc1 | 19.8 | 0.0 |
| C[C@H](CO)N1C[C@H](C)[C@H](CN(C)S(=O)(=O)c2cccs2)Oc2ccc(NC(=O)CCCCCC(=O)Nc3ccccc3N)cc2CC1=O | -30.6 | 0.0 |
| COc1ccc2c3c(n(C)c2c1)[C@H](CO)N(C(=O)Nc1ccc(F)cc1)CC31CCN(S(=O)(=O)c2cccc(C)c2)CC1 | 2.6 | 0.3 |
| CN(C)C(=O)c1cccc(-c2ccc(C3[C@@H]4CN(Cc5cocn5)C[C@H]3N4)cc2)c1 (stereo partly specified) | -9.0 | 0.0 |
| Cc1noc(C)c1C(=O)N(C)C[C@@H]1OCc2ccccc2-c2ccccc2C(=O)N([C@@H](C)CO)C[C@@H]1C | -37.5 | 0.0 |
| O=C(C[C@@H]1C[C@@H]2c3cc(NC(=O)c4ccc5c(c4)OCO5)ccc3O[C@@H]2[C@H](CO)O1)NCCN1CCCCC1 | -20.6 | 0.0 |
| COc1ccc(CN(C)C[C@H]2OCCCC[C@H](C)Oc3ccc(NC(=O)C4CCCCC4)cc3C(=O)N([C@@H](C)CO)C[C@H]2C)cc1 | 13.9 | 0.0 |
| CC1C=NC(S(=O)(=O)N2CC[C@H]3[C@@H](CO)N(C)c4ccc(C#Cc5cccnc5)cc4[C@H]32)=N1 (stereo partly specified) | 21.1 | 0.0 |
| COc1ccc2c3c(n(C)c2c1)[C@H](CO)N(Cc1ccccn1)CC31CN(Cc2ccccn2)C1 | -9.8 | 0.0 |
| N#C[C@@H]1[C@H](c2ccc(-c3cncnc3)cc2)[C@H](CO)N1C(=O)Cc1ccccc1 | -5.7 | 0.0 |
| OC[C@@H]1[C@@H](c2ccccc2)C2(CN(Cc3nccs3)C2)N1CC1CCOCC1 | 3.5 | . |
| C[C@@H]1CN([C@@H](C)CO)C(=O)CCCn2cc(nn2)CO[C@@H]1CN(C)S(=O)(=O)c1ccc(-n2cccn2)cc1 | -0.2 | 0.0 |
| C[C@H]1CN([C@@H](C)CO)C(=O)Cc2cc(NC(=O)Nc3ccc(F)cc3)ccc2O[C@@H]1CN(C)S(C)(=O)=O | 18.9 | 0.0 |
| C[C@H](CO)N1C[C@H](C)[C@H](CN(C)Cc2cccc(C(F)(F)F)c2)OCc2cnnn2CCCC1=O | 8.8 | 0.0 |

Not a retest: entries from further up.
| Molecule | DLD1 CTGF mRNA | Pax4 gene expression |
| --- | --- | --- |
| CC(C)C#Cc1ccc([C@H]2[C@H]3CN(C(=O)Cc4ccccc4)CC(=O)N3[C@H]2CO)cc1 | 19.8 | 0.0 |
| C[C@H](CO)N1C[C@H](C)[C@H](CN(C)S(=O)(=O)c2cccs2)Oc2ccc(NC(=O)CCCCCC(=O)Nc3ccccc3N)cc2CC1=O | -30.6 | 0.0 |
| COc1ccc2c3c(n(C)c2c1)[C@H](CO)N(C(=O)Nc1ccc(F)cc1)CC31CCN(S(=O)(=O)c2cccc(C)c2)CC1 | 2.6 | 0.3 |
| CN(C)C(=O)c1cccc(-c2ccc(C3[C@@H]4CN(Cc5cocn5)C[C@H]3N4)cc2)c1 (stereo partly specified) | -9.0 | 0.0 |
| Cc1noc(C)c1C(=O)N(C)C[C@@H]1OCc2ccccc2-c2ccccc2C(=O)N([C@@H](C)CO)C[C@@H]1C | -37.5 | 0.0 |
| O=C(C[C@@H]1C[C@@H]2c3cc(NC(=O)c4ccc5c(c4)OCO5)ccc3O[C@@H]2[C@H](CO)O1)NCCN1CCCCC1 | -20.6 | 0.0 |
| COc1ccc(CN(C)C[C@H]2OCCCC[C@H](C)Oc3ccc(NC(=O)C4CCCCC4)cc3C(=O)N([C@@H](C)CO)C[C@H]2C)cc1 | 13.9 | 0.0 |
| CC1C=NC(S(=O)(=O)N2CC[C@H]3[C@@H](CO)N(C)c4ccc(C#Cc5cccnc5)cc4[C@H]32)=N1 (stereo partly specified) | 21.1 | 0.0 |
| COc1ccc2c3c(n(C)c2c1)[C@H](CO)N(Cc1ccccn1)CC31CN(Cc2ccccn2)C1 | -9.8 | 0.0 |
| N#C[C@@H]1[C@H](c2ccc(-c3cncnc3)cc2)[C@H](CO)N1C(=O)Cc1ccccc1 | -5.7 | 0.0 |
| OC[C@@H]1[C@@H](c2ccccc2)C2(CN(Cc3nccs3)C2)N1CC1CCOCC1 | 3.5 | . |
| C[C@@H]1CN([C@@H](C)CO)C(=O)CCCn2cc(nn2)CO[C@@H]1CN(C)S(=O)(=O)c1ccc(-n2cccn2)cc1 | -0.2 | 0.0 |
| C[C@H]1CN([C@@H](C)CO)C(=O)Cc2cc(NC(=O)Nc3ccc(F)cc3)ccc2O[C@@H]1CN(C)S(C)(=O)=O | 18.9 | 0.0 |
| C[C@H](CO)N1C[C@H](C)[C@H](CN(C)Cc2cccc(C(F)(F)F)c2)OCc2cnnn2CCCC1=O | 8.8 | 0.0 |

Continuation:
| Molecule | DLD1 CTGF mRNA | Pax4 gene expression |
| --- | --- | --- |
| CN1C(=O)c2cc(NC(=O)Cc3cccs3)ccc2OC[C@@H]2O[C@H](CC(=O)NCCCN3CCOCC3)CC[C@@H]21 | -31.2 | 0.0 |
| O=C(NC[C@H]1[C@H](c2ccccc2)[C@H](CO)N1C(=O)C1CCC1)NC1CCCC1 | -11.6 | 0.0 |
| CCCC(=O)N1CCC2(CC1)CN(C(=O)Cc1ccccn1)[C@@H](CO)c1[nH]c3cc(OC)ccc3c12 | -10.6 | 0.0 |
| C[C@H]1CCCCO[C@H](CN(C)C(=O)c2ccncc2)[C@@H](C)CN([C@@H](C)CO)C(=O)c2cc(NS(=O)(=O)c3cccs3)ccc2O1 | -12.5 | 0.0 |
| Cc1noc(C)c1S(=O)(=O)N(C)C[C@@H]1Oc2c(NS(=O)(=O)c3cn(C)cn3)cccc2C(=O)N([C@H](C)CO)C[C@H]1C | -5.5 | 0.0 |
| O=C(C[C@H]1CC[C@H](NC(=O)CN2CCOCC2)[C@@H](CO)O1)NC1CCC1 | -15.6 | 0.0 |
| N#C[C@H]1[C@H](c2ccccc2-c2ccccc2F)[C@@H](CO)N1C(=O)c1cccc(F)c1 | 1.9 | 0.0 |
| COC(=O)C[C@H]1CC[C@H]2[C@H](COc3ccc(NC(=O)Nc4c(C)noc4C)cc3C(=O)N2C)O1 | -16.0 | 0.0 |

Source: PubChem
